EPAC2 antagonist: EPAC2 (human) antagonism. Potency, µM (series often up to 114 µM), for inactives: top-dose activity, negative = inhibition, hits mostly inhibitors. AID 720708. EPAC2 GEF exchange of Rap1B-BODIPY-GDP, fluorescence. 360,000 tested, 0.18% active; also: potency is read from the fitted curve at half-maximal effect; % is scaled to controls: 0 for no effect and ±100 for the full control effect; nearly all actives have a fitted effect of over 45% in size; many of its hits are not listed in these tables
aSyn yeast inh: rescues yeast growth from alpha-synuclein toxicity; Yeast expressing alpha-synuclein, growth rescue, BacTiter-Glo, 24 h; Potency, µM (doses to about 46.1 µM), for the others: at the highest dose growth rescue (activation), usual class: activators; 370,000 tested, 0.14% active; also: potency is read from the fitted curve at half-maximal effect; % of control where 0% means no effect; nearly all actives have a fitted effect of over 65% in size
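Screening used galactose-induced yeast with toxic alpha-synuclein levels, exposed to compound for 24 hr at 30 deg C. Cell growth, read with BacTiter-Glo luminescence, gave the measured signal.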
TDP-43 yeast inh: TDP-43 toxicity inhibition in yeast; TDP-43 expressing yeast growth rescue, BacTiter-Glo, 24 h; Potency, µM (top dose mostly 46.1 µM), inactives show at the top dose growth rescue (activation), usual class: activators; 410,000 tested, 1.8% active; AID 652104; also: potency is read from the fitted curve at half-maximal effect; % of control where 0% means no effect; nearly all actives have a fitted effect of over 50% in size
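Luminescence from BacTiter-Glo reports growth of TDP-43-expressing yeast after 24 hr at 30 deg C with compound. Cells were raffinose-pregrown to mid-log, then seeded in galactose medium at OD600=0.02.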
Abeta yeast res: restores growth of yeast expressing A-beta42 peptide | 410,000 tested, 0.063% active | Potency, µM (top dose mostly 46.1 µM), for the others: top-dose growth rescue, hits mostly activators | yeast expressing A-beta42, growth rescue, OD600, 48 h; response scale: 0% DMSO, 100% iron-clioquinol control; also: potency is read from the fitted curve at half-maximal effect; nearly all actives have a fitted effect of over 55% in size
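Yeast growth medium received pinned compounds, then yeast cells expressing toxic A-beta were added; plates incubated at 30 C for 48 hr. Growth read as absorbance at 600 nm, normalized to DMSO and equimolar FeCl3 plus clioquinol controls.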
DRD3 antagonist: antagonists of human D3 dopamine receptor | P35462 | D3R cells, DiscoveRx beta-arrestin luminescence, antagonist mode; hits give low values | max response, negative = inhibition, % | 360,000 tested, 2.5% active | AID 652054; in the data active = max response below about -50%; inconclusive = no clear call, values can overlap the other calls; also: % is scaled to controls: 0 for no effect and ±100 for the full control effect; mostly tested at two doses, the higher about 12 µM
Target sequence (P35462 whole entry, looked up): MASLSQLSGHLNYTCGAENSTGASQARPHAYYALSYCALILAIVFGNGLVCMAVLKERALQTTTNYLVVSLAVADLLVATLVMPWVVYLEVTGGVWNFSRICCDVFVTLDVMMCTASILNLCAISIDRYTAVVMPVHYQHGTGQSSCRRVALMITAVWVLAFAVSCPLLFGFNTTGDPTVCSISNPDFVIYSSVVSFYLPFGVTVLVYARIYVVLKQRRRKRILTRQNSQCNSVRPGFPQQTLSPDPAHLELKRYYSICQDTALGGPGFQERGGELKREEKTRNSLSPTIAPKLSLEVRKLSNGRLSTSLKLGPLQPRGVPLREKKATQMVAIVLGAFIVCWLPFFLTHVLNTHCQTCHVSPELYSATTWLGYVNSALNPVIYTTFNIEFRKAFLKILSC
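Cells plated overnight at 1500 cells/well, then exposed to library compounds with dopamine controls for 90 minutes at 37 degrees C. DiscoveRx reagent added for 30–60 minutes at room temperature; luminescence read, quantitative HTS format.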
DRD3 agonist: agonists of human D3 dopamine receptor; 410,000 tested, 0.58% active; AID 652048; P35462; max activation, %; D3R DiscoveRx beta-arrestin cells, luminescence, 90 min; in the data active = max activation above about 30%; also: 0% is about no effect; mostly tested at two doses, the higher about 12 µM
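Agonist-mode cell screen: cells plated at 1500/well and incubated overnight at 37 °C, then exposed to library compounds for 90 min at 37 °C. Detection reagent was added for 30–60 min at room temperature, and luminescence was read.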
EPAC2 ag: agonists of human EPAC2 (RAPGEF4); Q8WZA2; EPAC2 activation, biochemical qHTS; response scale: 100% = 6.5 mM cAMP response; Potency, µM (titrated, usually from 154 µM), for the others: top-dose activation, most hits filed as activators; 360,000 tested, 0.079% active; AID 720711; also: potency is read from the fitted curve at half-maximal effect; nearly all actives have a fitted effect of over 50% in size
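Fluorescence exchange assay: 100 nM EPAC2 with 250 nM RAP1B-BODIPY-GDP and 50 uM GDP; compounds tested as a concentration-titration series (qHTS). Loss of Rap1-bound BODIPY-GDP fluorescence read at 480/540 nm; data normalized to 6.5 mM cAMP.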
FUS yeast rescue: suppressors of FUS proteinopathy in yeast; S. cerevisiae FUS-expressing, growth rescue, OD600, 24 h; 390,000 tested, 0.24% active; Potency, µM (top dose mostly 76.6 µM), for inactives: at the highest dose growth rescue (activation), usual class: activators;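 also: potency is read from the fitted curve at half-maximal effect; plate controls were DMSO vehicle for no effect and reference control for full effect; nearly all actives have a fitted effect of over 55% in size; some results filed as inactive show a strong effect at the top dose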
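Yeast expressing FUS under galactose induction, OD 0.005 in 2% galactose medium; compounds in a dilution series, 24 h at 30C. Growth rescue by absorbance at 600 nm; CP55940 positive control, DMSO negative.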
An asterisk follows results filed as active; [ ] = remark or other dose. Unless noted, calls follow the shape of the dose curve; as a rule, active = well fitted curve in the direction sought with a large enough effect; inconclusive = small, poorly fitted or top-dose-only effect, or another doubt; inactive = no such curve, though single readings can be large; an effect the other way counts as inactive or inconclusive. A portion of the library. The share of hits here may be higher or lower than overall.

Results for Cc1nc2cc(C(F)(F)F)ccc2n1CCNc1nc(-c2cc(Cl)c(N)c(Cl)c2)cs1 ?
EPAC2 antagonist: -1%; aSyn yeast inh: 24%; TDP-43 yeast inh: 22µM*; Abeta yeast res: -13%; DRD3 antagonist: 71; DRD3 agonist: -6; EPAC2 ag: 7%; FUS yeast rescue: inconclusive

What do the screens show for `O=C(C[n+]1cn(C(F)F)c2ccccc21)c1ccc(Br)cc1`?
EPAC2 antagonist: 28%; aSyn yeast inh: 2%; TDP-43 yeast inh: -7%; Abeta yeast res: -7%; DRD3 antagonist: -10; DRD3 agonist: -3; EPAC2 ag: 4%; FUS yeast rescue: 21%

Results for Cc1cc(C(=O)O)cc(S(=O)(=O)Nc2ccccc2C(=O)NC(C)c2ccccc2)c1C (stereo unspecified) ?
EPAC2 antagonist: 3%; aSyn yeast inh: 0%; TDP-43 yeast inh: -3%; Abeta yeast res: 4%; DRD3 antagonist: 5; DRD3 agonist: 2; EPAC2 ag: -3%; FUS yeast rescue: 5%

How did O=C(NCc1nnc(SCC(=O)N2CCN(c3ccccc3)CC2)o1)c1ccccc1 do in these assays?
EPAC2 antagonist: -5%; aSyn yeast inh: -1%; TDP-43 yeast inh: 4%; Abeta yeast res: 1%; DRD3 antagonist: 14; DRD3 agonist: -1; EPAC2 ag: 1%; FUS yeast rescue: 1%

What do the screens show for `O=Cc1cn(CC(=O)N2CCCc3ccccc32)c2ccccc12`?
EPAC2 antagonist: 8%; aSyn yeast inh: -27%; TDP-43 yeast inh: 14%; Abeta yeast res: 0%; DRD3 antagonist: -56*; DRD3 agonist: -6; EPAC2 ag: -3%; FUS yeast rescue: 0%

How did N=c1n(CCc2ccccc2)c2ccccc2n1Cc1ccccc1F do in these assays?
EPAC2 antagonist: 16%; aSyn yeast inh: 0%; TDP-43 yeast inh: -16%; Abeta yeast res: -13%; DRD3 antagonist: 1; DRD3 agonist: -8; EPAC2 ag: -1%

Results for C/C(=N\NC(=O)C1CC1(c1ccccc1)c1ccccc1)c1cccc([N+](=O)[O-])c1 (stereo unspecified) ?
EPAC2 antagonist: -2%; aSyn yeast inh: 1%; TDP-43 yeast inh: -8%; Abeta yeast res: 0%; DRD3 antagonist: 10; DRD3 agonist: 7; EPAC2 ag: 2%; FUS yeast rescue: 0%

Results for COc1ccc(/C=C/c2nc3ccccc3c(=O)o2)cc1 ?
EPAC2 antagonist: -5%; aSyn yeast inh: -31%[inhibitor]; TDP-43 yeast inh: -24%; Abeta yeast res: -23%; DRD3 antagonist: -7; DRD3 agonist: -22; EPAC2 ag: 13%; FUS yeast rescue: 27%

What do the screens show for `CC(C)(C)c1ccc(C(=O)Nc2cnccn2)cc1`?
EPAC2 antagonist: 3%; aSyn yeast inh: -3%; TDP-43 yeast inh: -1%; Abeta yeast res: -22%; DRD3 antagonist: -11; DRD3 agonist: 2; EPAC2 ag: 1%; FUS yeast rescue: 5%

Results for CCCC(=O)N(C1CC(C)C(C#N)(C#N)C1(C#N)C#N)N(C)C (stereo unspecified) ?
EPAC2 antagonist: 1%; aSyn yeast inh: 8%; TDP-43 yeast inh: inconclusive; Abeta yeast res: -2%; DRD3 antagonist: -62*; DRD3 agonist: -8; EPAC2 ag: 0%; FUS yeast rescue: 11%

Results for O=C(CCCN1C(=O)CSc2ncccc21)N1CCN(Cc2ccccc2)CC1 ?
EPAC2 antagonist: -1%; aSyn yeast inh: 1%; TDP-43 yeast inh: -12%; Abeta yeast res: -8%; DRD3 antagonist: 47; DRD3 agonist: 5; EPAC2 ag: -1%; FUS yeast rescue: -18%

How did CC(C)Cc1cc(C(=O)NCc2ccc(Cl)cc2)no1 do in these assays?
TDP-43 yeast inh: -3%; Abeta yeast res: -17%; DRD3 agonist: -21; FUS yeast rescue: -13%

How did COc1ccc(C(c2nnnn2Cc2ccc(F)cc2)N2CCN(c3ccc(OC)cc3)CC2)cc1 (stereo unspecified) do in these assays?
EPAC2 antagonist: 1%; aSyn yeast inh: 2%; TDP-43 yeast inh: 13%; Abeta yeast res: -2%; DRD3 antagonist: inconclusive; DRD3 agonist: -5; EPAC2 ag: -2%; FUS yeast rescue: 39%

How did Cc1nn(Cc2ccccc2)c(C)c1NC(=O)c1cc2nc(-c3ccco3)cc(C(F)(F)F)n2n1 do in these assays?
EPAC2 antagonist: 3%; aSyn yeast inh: 12%; TDP-43 yeast inh: -13%; Abeta yeast res: -19%; DRD3 antagonist: 0; DRD3 agonist: 1; EPAC2 ag: 7%; FUS yeast rescue: 36%

Results for CCc1ccccc1N(C)C(=O)c1cn(-c2cccc(OC)c2)c(=O)c2ccccc12 ?
TDP-43 yeast inh: 20µM*; Abeta yeast res: 7%; DRD3 agonist: -8; FUS yeast rescue: 42%

What do the screens show for `CN1CCCC(OC(=O)c2ccccc2Br)C1` (stereo unspecified)?
EPAC2 antagonist: 2%; aSyn yeast inh: 2%; TDP-43 yeast inh: 2%; Abeta yeast res: -14%; DRD3 antagonist: -21; DRD3 agonist: -3; EPAC2 ag: -1%; FUS yeast rescue: -8%

How did O=C(NC(=S)Nc1cccc2cccnc12)c1cccs1 do in these assays?
EPAC2 antagonist: -13%; aSyn yeast inh: 16µM*; TDP-43 yeast inh: 13%; Abeta yeast res: -2%; DRD3 antagonist: -4; DRD3 agonist: 1; EPAC2 ag: 9%; FUS yeast rescue: -19%

Results for COC(=O)c1ccc(COC(=O)CCC(=O)c2cccs2)cc1 ?
EPAC2 antagonist: -18%; aSyn yeast inh: -2%; TDP-43 yeast inh: 2%; Abeta yeast res: -19%; DRD3 antagonist: -23; DRD3 agonist: -1; EPAC2 ag: 5%; FUS yeast rescue: 15%

Results for CCCn1nc(Oc2nc(NC(C)C)nc(N(C)C)n2)ccc1=O ?
EPAC2 antagonist: 6%; aSyn yeast inh: 0%; TDP-43 yeast inh: -21%[9.22 µM]; Abeta yeast res: -5%; DRD3 antagonist: -16; DRD3 agonist: 0; EPAC2 ag: -3%; FUS yeast rescue: 10%

What do the screens show for `COc1ccc(S(=O)(=O)N2CCCC2CNC(=O)C(=O)NC2CC2)cc1` (stereo unspecified)?
EPAC2 antagonist: 0%; aSyn yeast inh: 3%; TDP-43 yeast inh: -7%; Abeta yeast res: 0%; DRD3 antagonist: 23; DRD3 agonist: 2; EPAC2 ag: 9%; FUS yeast rescue: 4%

How did CCCCOc1ccc(Cn2c(=O)oc3ccc(C)cc32)cc1 do in these assays?
aSyn yeast inh: 1%; TDP-43 yeast inh: 14%; Abeta yeast res: 2%; DRD3 agonist: 5; FUS yeast rescue: -11%

What do the screens show for `CC1CC(OCC(O)CN2CCCCC2C)CC(C)(C)C1` (stereo unspecified)?
EPAC2 antagonist: 16%; aSyn yeast inh: -1%; TDP-43 yeast inh: -14%; Abeta yeast res: -11%; DRD3 antagonist: -4; DRD3 agonist: -9; EPAC2 ag: 12%; FUS yeast rescue: 27%

What do the screens show for `COC(=O)c1sc(=S)n(-c2ccccc2OC)c1N`?
EPAC2 antagonist: 8%; aSyn yeast inh: -2%; TDP-43 yeast inh: 5%; Abeta yeast res: -1%; DRD3 antagonist: -2; DRD3 agonist: 2; EPAC2 ag: 6%; FUS yeast rescue: 6%

How did O/N=C/c1cccn1-c1ccc(O)cc1 do in these assays?
EPAC2 antagonist: -5%; aSyn yeast inh: -1%; TDP-43 yeast inh: 6%; Abeta yeast res: 5%; DRD3 antagonist: -8; DRD3 agonist: 0; EPAC2 ag: 6%; FUS yeast rescue: 11%

How did N=C1SC(c2ccccc2)C(=O)N1c1ncc(Cc2ccccc2Cl)s1 (stereo unspecified) do in these assays?
EPAC2 antagonist: -2%; aSyn yeast inh: 9%; TDP-43 yeast inh: inconclusive; Abeta yeast res: 6%; DRD3 antagonist: inconclusive; DRD3 agonist: -4; EPAC2 ag: -1%

Results for COc1ccccc1CNC(=O)C(=O)NCC1OCCN1S(=O)(=O)c1ccc2c(c1)OCCO2 (stereo unspecified) ?
EPAC2 antagonist: 0%; aSyn yeast inh: 2%; TDP-43 yeast inh: 6%; Abeta yeast res: -2%; DRD3 antagonist: 0; DRD3 agonist: 3; EPAC2 ag: 12%; FUS yeast rescue: 23%

Results for Cc1ccc2nc(CCc3nc4ccc(C)cc4[nH]3)[nH]c2c1 ?
EPAC2 antagonist: 7%; aSyn yeast inh: 1%; TDP-43 yeast inh: 5%; Abeta yeast res: -16%; DRD3 antagonist: 17; DRD3 agonist: -3; EPAC2 ag: 6%; FUS yeast rescue: 17%

What do the screens show for `CCOC(=O)C1CC2CC(C1)CN(C(=O)C1CCCCC1)C2` (stereo unspecified)?
EPAC2 antagonist: 14%; aSyn yeast inh: -4%; TDP-43 yeast inh: 10%; Abeta yeast res: 20%; DRD3 antagonist: -14; DRD3 agonist: -5; EPAC2 ag: 3%; FUS yeast rescue: -36%

What do the screens show for `COc1ccc(C(=O)NNC(=O)c2ccccc2[N+](=O)[O-])cc1`?
EPAC2 antagonist: 2%; aSyn yeast inh: 5%; TDP-43 yeast inh: 24%; Abeta yeast res: 17%; DRD3 antagonist: 5; DRD3 agonist: 2; EPAC2 ag: 9%; FUS yeast rescue: -20%

Results for O=C(Nc1cccc2ccccc12)c1ccccc1NS(=O)(=O)c1cccc2cccnc12 ?
EPAC2 antagonist: 6%; aSyn yeast inh: -5%; TDP-43 yeast inh: 17%; Abeta yeast res: -1%; DRD3 antagonist: -15; DRD3 agonist: 1; EPAC2 ag: 5%

Random excerpt: 3 entries already listed.
How did Cc1nn(Cc2ccccc2)c(C)c1NC(=O)c1cc2nc(-c3ccco3)cc(C(F)(F)F)n2n1 do in these assays?
EPAC2 antagonist: 3%; aSyn yeast inh: 12%; TDP-43 yeast inh: -13%; Abeta yeast res: -19%; DRD3 antagonist: 0; DRD3 agonist: 1; EPAC2 ag: 7%; FUS yeast rescue: 36%

How did O=C(NCc1nnc(SCC(=O)N2CCN(c3ccccc3)CC2)o1)c1ccccc1 do in these assays?
EPAC2 antagonist: -5%; aSyn yeast inh: -1%; TDP-43 yeast inh: 4%; Abeta yeast res: 1%; DRD3 antagonist: 14; DRD3 agonist: -1; EPAC2 ag: 1%; FUS yeast rescue: 1%

How did O=C(NC(=S)Nc1cccc2cccnc12)c1cccs1 do in these assays?
EPAC2 antagonist: -13%; aSyn yeast inh: 16µM*; TDP-43 yeast inh: 13%; Abeta yeast res: -2%; DRD3 antagonist: -4; DRD3 agonist: 1; EPAC2 ag: 9%; FUS yeast rescue: -19%
